S-ASM inh: inhibitors of human secretory acid sphingomyelinase; P17405; placental ASM, HMU-PC fluorogenic substrate, 60 min; Potency, µM (titrated, usually from 57.5 µM), without a hit: at the highest dose activity change, negative = inhibition, usual class: inhibitors; 340,000 tested, 0.006% active; AID 504937; also: potency is read from the fitted curve at half-maximal effect
Target sequence (P17405 47-631 limits assumed): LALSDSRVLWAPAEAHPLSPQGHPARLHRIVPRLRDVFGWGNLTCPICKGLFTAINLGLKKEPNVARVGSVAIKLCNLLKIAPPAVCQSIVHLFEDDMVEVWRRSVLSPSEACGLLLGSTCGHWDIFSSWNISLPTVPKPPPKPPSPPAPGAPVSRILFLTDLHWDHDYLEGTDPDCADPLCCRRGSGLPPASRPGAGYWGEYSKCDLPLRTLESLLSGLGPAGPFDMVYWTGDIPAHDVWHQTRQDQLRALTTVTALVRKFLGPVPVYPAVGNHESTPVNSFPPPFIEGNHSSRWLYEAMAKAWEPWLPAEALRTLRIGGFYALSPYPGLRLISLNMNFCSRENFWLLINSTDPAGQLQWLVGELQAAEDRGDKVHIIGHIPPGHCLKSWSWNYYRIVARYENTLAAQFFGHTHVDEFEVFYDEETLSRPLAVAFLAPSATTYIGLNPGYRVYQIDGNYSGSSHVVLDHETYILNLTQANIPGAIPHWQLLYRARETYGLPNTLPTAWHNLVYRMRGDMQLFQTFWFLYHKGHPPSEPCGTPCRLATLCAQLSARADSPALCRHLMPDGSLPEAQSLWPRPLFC
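qHTS format. ASM enzyme prepared from human placenta hydrolyses the fluorogenic substrate HMU-PC0 (9 uM final) over 60 min at 37 °C after a 10 min compound preincubation.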
MLL CXXC-DNA inh: MLL CXXC-DNA interaction inhibition | MLL-CXXC / FITC-HOXA9 DNA fluorescence polarization | Potency, µM (series often up to 115 µM), without a hit: at the highest dose activity change, negative = inhibition, usual class: inhibitors | 290,000 tested, 0.037% active | AID 2662; active = well fitted inhibition curve with a large enough effect in the polarisation, with a control signal flat, not every such curve was filed as active; inconclusive = small, poorly fitted or top-dose-only effect, or effect the other way, or a change in a side signal; inactive = no such curve, though single readings can be large or run the other way; the % refers to the polarisation; also: potency is read from the fitted curve at half-maximal effect
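Fluorescence polarization: 7 uM MLL-CXXC (stock) preincubated 5 min with compounds, then 50 nM fluorescein-HOX-A9 DNA (stock) added; 30 min ambient. Buffer 50 mM Tris-HCl pH 7.5, 50 mM NaCl, 1 mM DTT, 0.05% BSA.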
hERG WT inh: inhibitors of human wildtype KCNH2 potassium channel; 340,000 tested, 0.37% active; U2OS, BacMam KCNH2, thallium flux FluxOr; stronger effect = lower value; activity change, % at 1.84 µM; Q12809;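 active = maximum activity change below -70%; inconclusive = maximum activity change between -70% and -50%; inactive = maximum activity change above -50%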; also: % is scaled to controls: 0 for no effect and ±100 for the full control effect
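U2OS cells transduced with wild-type KCNH2 virus are loaded with FluxOr dye for 45 min, and thallium flux is measured in kinetic reads before and after stimulation buffer. Rate constants are normalized to DMSO controls.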
FBPA coupling cs: inhibits coupling enzyme system, counter-screen for aldolase hits | activity change, negative = inhibition, % at 58.2 µM, hits read low | 290,000 tested, 0.67% active | coupling enzyme system counterscreen, AmpLite Red fluorescence; in the data active = activity change below about -30%; also: % is scaled to controls: 0 for no effect and ±100 for the full control effect
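Coupling enzymes only (glyceraldehyde-3-phosphate) + compound, at 57.5 uM final, 10 min RT; add substrate/coupling/AmpLite Red mix, 20 min RT; fluorescence ex 525/em 598 nm. Actives flag coupling-system interference.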
GALK inhibitor: galactokinase (human) inhibition; P51570; Purified GALK, Kinase-Glo residual ATP luminescence; Potency, µM (doses to about 57.5 µM), for the others: top-dose activity change, negative = inhibition, actives largely listed as inhibitors; 270,000 tested, 0.007% active; also: potency is read from the fitted curve at half-maximal effect; % is scaled to controls: 0 for no effect and ±100 for the full control effect
Target sequence (P51570 whole entry, looked up): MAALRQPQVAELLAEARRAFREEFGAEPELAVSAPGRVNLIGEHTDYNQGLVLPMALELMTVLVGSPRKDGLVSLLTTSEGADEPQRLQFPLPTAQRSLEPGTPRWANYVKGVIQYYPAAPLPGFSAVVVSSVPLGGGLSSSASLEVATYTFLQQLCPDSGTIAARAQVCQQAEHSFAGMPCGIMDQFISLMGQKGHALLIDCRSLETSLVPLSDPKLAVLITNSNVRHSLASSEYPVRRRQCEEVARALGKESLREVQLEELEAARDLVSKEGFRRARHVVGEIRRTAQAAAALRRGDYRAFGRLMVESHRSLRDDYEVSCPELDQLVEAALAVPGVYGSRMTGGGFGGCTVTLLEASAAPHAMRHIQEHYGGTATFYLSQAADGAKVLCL
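ATP-depletion format; final 35 uM ATP, 100 uM D-galactose, 5 nM enzyme; pH 8.0 HEPES/Mg2+ buffer; 60 min RT; luminescence read 10 min after detection reagent.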
a7 integrin act: activators of alpha7 integrin expression for muscular dystrophy; alpha7betagal myoblasts, beta-gal FDG fluorescence, 48 h; Potency, µM (highest dose often 38.3 µM), inactives show at the highest dose activation, most hits filed as activators; 350,000 tested, 0.064% active; AID 624291;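 also: potency is read from the fitted curve at half-maximal effect; 100% = response of the positive control SU9516; nearly all actives have a fitted effect of over 60% in size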
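Alpha7betagal+/- myoblasts (passage 13) were plated 16-24 hr, then exposed to compounds (1:260 dilution of DMSO stock) for 48 hours at 37C. After MPER lysis, β-galactosidase reporter activity was read as FDG fluorescence (ex 480/em 540) after 30 minutes.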
A-T KAP1 phos: potential ataxia-telangiectasia treatments restoring KAP-1 phosphorylation; Potency, µM (series often up to 57.5 µM), for the others: at the highest dose activation, hits mostly activators; […] A-T fibroblasts, KAP-1 phosphorylation AlphaLISA; neocarzinostatin DNA damage 30 min before lysis; AID 485349; 320,000 tested, 0.19% active; also: potency is read from the fitted curve at half-maximal effect; % of control where 0% means no effect; nearly all actives have a fitted effect of over 45% in size
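ATM-like activity read as KAP-1 phosphorylation via AlphaLISA donor/acceptor antibody pairs after lysis and 6 hr at 25C. Cells were ATM-null patient fibroblasts ([…], hTERT), dosed 60 min, then exposed to the DSB inducer NCS for 30 min.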
TRPV1 agonist: human TRPV1 agonism; TRPV1-expressing cells, Fluo-8 calcium influx, agonist mode; activation, % at 8.33 µM; 320,000 tested, 0.19% active; AID 540275; in the data active = activation above about 80%; inconclusive = between about 30% and that limit; also: 0% is about no effect
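TRPV1-expressing cells were cultured overnight at 35.5C and loaded with Fluo-8 calcium dye for 40 to 90 min at room temperature. After a 10 s baseline, compound was added and calcium influx was read kinetically for 3 min (ex 480/em 520 nm).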
MBNL1 CUG block: blocks human MBNL1 binding to CUG repeat RNA. Q9NR56. TR-FRET MBNL1-His/biotin-(CUG)12 binding, 665/545 ratio. Potency, µM (series often up to 57.5 µM), without a hit: top-dose activity change, negative = inhibition, actives largely listed as inhibitors. AID 2675. 280,000 tested, 0.036% active; active = well fitted inhibition curve with a large enough effect in the signal ratio, with a control signal flat, not every such curve was filed as active; inconclusive = small, poorly fitted or top-dose-only effect, or effect the other way, or a change in a side signal; inactive = no such curve, though single readings can be large or run the other way; the % refers to the signal ratio; also: potency is read from the fitted curve at half-maximal effect; % is scaled to controls: 0 for no effect and ±100 for the full control effect
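Compound titration spanned 92 nM–58 uM against the MBNL1-His/biotin-(CUG)12 complex. After 60 min at room temperature with 5 nM streptavidin-XL665 and 0.055 ng/ul terbium anti-His, ratiometric 665/545 nm emission (Ex 340 nm) normalized to controls.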
KCNH2 3.1 block: blocks the human KCNH2 3.1 channel isoform. U2OS KCNH2 3.1, thallium flux FluxOr; stronger effect = lower value. activity change, % (tested at about 1.8 µM). 340,000 tested, 0.95% active. AID 720553;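 active = maximum activity change below -70%; inconclusive = maximum activity change from -70% to -50%; inactive = maximum activity change above -50%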;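 also: thallium influx rate constant from kinetic fluorescence after stimulation buffer; % is scaled to controls: 0 for no effect and ±100 for the full control effect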
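Normalized rate constant (relative to positive and negative DMSO controls) derived from a 2 min kinetic fluorescence read after stimulation; U2OS cells expressing the 3.1 isoform via virus at 1.77 x 10^8 /mL.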
* = called active by the depositor; ? = inconclusive; nt = no result given; [ ] = dose if it differs, or a comment. Unless noted, calls follow the shape of the dose curve; as a rule, active = well fitted curve in the direction sought with a large enough effect; inconclusive = small, poorly fitted or top-dose-only effect, or another doubt; inactive = no such curve, though single readings can be large; an effect the other way counts as inactive or inconclusive.

SMILES	S-ASM inh	MLL CXXC-DNA inh	hERG WT inh	FBPA coupling cs	GALK inhibitor	a7 integrin act	A-T KAP1 phos	TRPV1 agonist	MBNL1 CUG block	KCNH2 3.1 block
COC(=O)CC1C(=O)NCCN1C(=O)CSc1nc2ccccc2c(=O)n1CC(C)C (configuration not stated)	-1%	-8%	-6	-1	11%	-21%	12%	-3	-9%	3
Cc1ccc(NC(=O)CSc2nnc(-c3cc(C)[nH]n3)n2N)cc1	-2%	-6%	12	nt	-4%	0%	11%	2	-4%	4
COc1ccccc1C/C(N)=N/OC(=O)COc1ccc(C)cc1C	3%	nt	-7	nt	nt	-7%	nt	nt	nt	10
CCOc1ccc(N2CC(C(=O)Nc3ccc(S(=O)(=O)Nc4nccs4)cc3)CC2=O)cc1 (configuration not stated)	-28%	0%	0	-1	-1%	-72%[inhibitor]	0%	2	-2%	-7
COCCNC(=O)COc1ccccc1C	1%	-10%	-5	4	2%	5%	nt	-2	7%	13
O=C(c1ccc(S(=O)(=O)N2CCOCC2)cc1)N1CCN(C2=NS(=O)(=O)c3ccccc32)CC1	2%	4%	3	2	-3%	1%[7.66 µM]	2%	-3	-1%	-1
O=C(c1cc(=O)c2ccccc2o1)N1CCN(c2cccc(Cl)c2)CC1	-5%	8%	6	5	10%	-2%	-2%	-1	-1%	-32
COc1ccc(CCNC(=O)/C=C/c2ccco2)cc1OC	-3%	-1%	40	0	nt	-55%[inhibitor]	-12%	6	21%	-6
CC(C)NC(=O)c1onc(CSc2ccc(C(C)C)cc2)c1C(=O)O	9%	-11%	nt	17	2%	-11%	7%	4	5%	nt
CCN(CC)S(=O)(=O)c1cccc(-c2n[nH]c(=S)n2C(C)COC)c1 (configuration not stated)	-2%	3%	23	1	4%	-17%	-6%	1	-6%	6
O=c1c2cccc3c(N4CCOCC4)ccc(c32)c2nc3ccccc3n12	nt	?	nt	1	-3%	nt	3%	2	20%	nt
O=C(COC(=O)c1ccc(O)cc1)Nc1ccc2[nH]c(=O)[nH]c2c1	7%	nt	-21	nt	nt	-42%	-2%	-2	nt	-15
CCCNCC1COc2ccccc2O1 (configuration not stated)	4%	-8%	5	5	0%	15%	nt	2	5%	5
CCCCN1C(C(=O)Nc2cc(C)on2)=C(O)c2ccccc2S1(=O)=O	5%	-7%	-1	11	3%	?	-14%	-2	-5%	1
CCCCNC(=O)Cc1c(O)c2ccccc2[nH]c1=O	0%	-2%	-4	5	-1%	-14%	1%	1	1%	3
O=C(COC(=O)Cc1c[nH]c2ccccc12)NC1CCCCC1	-2%	8%	0	3	-2%	11%	0%	0	0%	24
Cc1ccccc1-n1nc2c(c1NC(=O)C(C)C)CS(=O)(=O)C2	5%	4%	-5	1	1%	2%	7%	2	-5%	-26
CC(=O)Nc1ccc(N2C(=O)c3cccc4c(O)ccc(c34)C2=O)cc1	-1%	4%	-30	-3	1%	-1%	5%	?	?	-10
Cn1cc(CN2CCCC(C(=O)c3cc(F)ccc3F)C2)c2ccccc21 (configuration not stated)	2%	7%	47	0	-2%	-56%[inhibitor]	-3%	5	-6%	-5
CC(C)c1ccc2[nH]c3c(c2c1)CCC/C3=N\NC(=O)c1ccncc1	-6%	5%	2	1	2%	-23%	-5%	8	-1%	-5
CN(C)S(=O)(=O)N(CC(=O)NCc1ccccc1)c1ccccc1	5%	-1%	14	-1	-1%	-21%	4%	0	4%	-6
COc1cc(C(=O)Nc2ccc3c(c2)OCO3)ccc1-n1cnnn1	-2%	-11%	-7	0	0%	-8%	-1%	0	-1%	-1
CCOC(=O)N1CCN(C(=O)c2cc3cc(OC)c(OC)cc3[nH]2)CC1	-1%	43%	3	4	nt	0%	4%	-5	1%	-1
CC(C)(C)c1ccc(OCC(=O)Nc2ccncc2)cc1	0%	0%	-1	3	-6%	7%	12%	?	-6%	0
O=C(Nc1ccc(Br)cc1)c1cccc(N2C(=O)C3C4CCC(C4)C3C2=O)c1 (configuration not stated)	-9%	-2%	17	1	-1%	-20%	5%	21	-7%	-32
N#Cc1ccc(OCC(=O)N2CCN(S(=O)(=O)c3ccc(Cl)s3)CC2)cc1	0%	nt	29	nt	nt	-19%	2%	5	nt	-19
CCNC(=O)CCc1nc(-c2ccc(C(C)(C)C)cc2)no1	5%	6%	0	0	0%	-5%	3%	?	-6%	1
CCN(CC)c1ccc([C@H]2[C@@H]3CCCC[C@]3(O)CCN2CC(=O)NCc2ccco2)cc1	-1%	-14%	-3	-1	5%	-14%	27%	22	0%	-2
O=C(C[C@H]1C/C=C\CC[C@@H](Cc2ccc(F)cc2)C(=O)O[C@H](c2ccccc2)CNC1=O)N[C@H](CO)Cc1ccccc1	-3%	nt	-3	nt	nt	2%	-30%	nt	nt	nt
Cc1cccnc1NC(=O)Nc1cccc(C(F)(F)F)c1	3%	2%	-10	0	-2%	-10%	1%	4	3%	-3
CCN(C(=O)COC(=O)c1oc2ccc(OC)cc2c1C)C1CCCCC1	-6%	nt	1	nt	nt	3%	28%	5	nt	-18
O=C(CCc1nnc2n(CCc3ccccc3)c(=O)c3ccccc3n12)NCCCN1CCCCC1	-6%	13%	-39	nt	-3%	-13%	-8%	2	-3%	-44
O=C(COc1cc2oc(=O)c3c(c2cc1Cl)CCC3)NCc1ccccn1	3%	4%	-4	-1	-1%	1%	-5%	-8	0%	7
Cc1ccc(S(=O)(=O)N2C(=O)CCC2C(=O)N2CCCCC2)cc1 (configuration not stated)	-1%	7%	7	-3	-4%	36%	7%	3	-8%	0
CCN1C(=O)/C(=C/C2=Cc3ccccc3OC2C)SC1=S (configuration not stated)	-9%	?	-3	3	6%	-13%	-18%	1	-3%	14
O=C(C1=C(O)C(=O)N(CCN2CCOCC2)C1c1cccc(Br)c1)c1cc2ccccc2o1 (configuration not stated)	-1%	-6%	-6	nt	1%	23%	8%	2	234%[activator]	-13
CN1C(=S)N(c2cccnc2)C(=O)/C1=C\c1ccc(N(C)C)cc1	-13%	27%	-23	-7	10%	-34%[inhibitor]	-18%	27	?	-18
Cc1c(Cl)cccc1NC(=O)C1=COCCO1	3%	nt	-12	nt	nt	7%	-8%	2	nt	5
N/C(=N\OC(=O)COc1ccc2ccccc2c1)c1ccccn1	-8%	-15%	7	-19	1%	-20%	5%	-4	3%	2
Cc1onc(-c2ccccc2)c1-c1n[nH]c(=S)n1-c1ccccc1	-4%	nt	2	nt	nt	-6%	nt	nt	nt	1
CC(C)C(C(=O)NC1CCCC1)N(Cc1ccco1)C(=O)CNS(=O)(=O)c1ccccc1 (configuration not stated)	0%	-5%	0	-1	7%	-7%	-4%	3	-6%	-25
NNC(=O)c1cncn1-c1ccc(F)cc1	8%	9%	5	-4	0%	0%	4%	-1	2%	7
COc1ccccc1CNC(=O)[C@H](C)NC(=O)C1CCN(C(=O)[C@@H](N)CC(C)C)CC1	-1%	-11%	11	-1	nt	-18%	-4%	1	3%	3
CC1CCN(C(=O)c2[nH]cnc2C(=O)N(C)Cc2ccccc2)CC1	5%	nt	nt	nt	nt	14%	5%	3	nt	nt
CCc1ccc(NC(=O)c2c(C(=O)Nc3ccccc3)sc3nc(C)cc(=O)n23)cc1	-5%	1%	nt	1	3%	17%	-7%	?	59%[activator]	7
O=C(COC(=O)Cc1ccccc1F)Nc1ccc2c(c1)OCO2	1%	2%	1	-2	10%	11%	-1%	24	nt	-14
CCN(c1ccc(NC(=O)CSc2nnc3nc(C)cc(C)n23)cc1)C(C)C	-2%	17%	1	1	7%	-3%	nt	-4	-19%	3
CCCCN1C(=O)c2ccccc2C1C(=O)NC1CCCC1 (configuration not stated)	2%	8%	-2	2	-1%	-23%	2%	2	4%	13
Cc1cnc(C)c(N2CCN(Cc3nc(-c4cccc(F)c4F)oc3C)CC2)n1	4%	15%	nt	1	1%	0%	3%	15	-20%	8
O=C(Nc1ccc2c(c1)OCCO2)C1CCCN(S(=O)(=O)c2cccs2)C1 (configuration not stated)	-2%	7%	-1	-6	0%	13%[1.53 µM]	0%	-3	-9%	nt
COc1ccc(CN(C)CC(=O)Nc2cccc3ccccc23)cc1F	2%	6%	0	0	-2%	-12%	5%	30	6%	-3
CCc1nc2ccccc2c(C(=O)OCC(=O)NCc2ccco2)c1C	-3%	5%	-7	2	1%	-8%	-6%	6	2%	8

Source: PubChem BioAssay
